# Screening results (PubChem BioAssay)
# M17LAP inhibition = P. falciparum M17LAP inhibitors, primary screen, biochemical, fluorogenic H-Leu-NHMec substrate, 1536-well (AID 1619) | recombinant M17LAP, H-Leu-NHMec fluorogenic kinetic assay; higher % means a stronger effect | one-dose inhibition, % at 30 µM; IC50 in µM for titrated hits | hit rate 0.38% among 220,000 | Leucine aminopeptidase (Plasmodium falciparum (isolate 3D7));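 active means compound inhibiting the enzyme by more than half at any dose during confirmatory dose-response retesting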;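 further: plate controls were full reaction with DMSO carrier for no effect and no enzyme background for full effect; strong numbers were not always called active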
# LYP inhibition = inhibitors of LYP phosphatase, biochemical, fluorescence intensity, uHTS (AID 1779). Tyrosine-protein phosphatase non-receptor type 22 (Homo sapiens). recombinant LYP phosphatase, fluorescence intensity; higher % means a stronger effect. one-dose inhibition, % at 11.5 µM; IC50 in µM for titrated hits. hit rate 0.054% among 290,000;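 further: plate controls were vehicle with enzyme for no effect and no enzyme for full effect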
# Dynein cargo inh = inhibitors of GR-EGFP nuclear translocation, primary screen, dynein cargo transport inhibitor project, imaging, high-content, 3617.4 mouse cells; test concentration mostly 20 µM; stimulated with dexamethasone, 1 µM; hits give low values; z-score, hits read low; hit rate 0.47% among 220,000; AID 1381, 2008;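 active means plate z-score of nuclear minus cytoplasmic receptor signal below a set negative limit, without overly bright fluorescence or cell loss, cut at about -3.5 in these data, passing the limit was not always enough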;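 further: z-score of nuclear minus cytoplasmic ring GR-EGFP intensity difference per well; some compounds called inactive have numbers as strong as hits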
#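 Buffer or medium: tet-free medium with charcoal-stripped serum / Also added: dexamethasone agonist, 1.0 µM final, for 30 min / Timing: induction 48 h, compound 1 h, agonist 30 min / Measured by: high-content fluorescence imaging after fixation / Read-out: nuclear-to-cytoplasmic GR-EGFP distribution per well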
# AID2073 = inhibitors of Mint1-CaV2.2 protein interaction, biochemical, HTRF (AID 2073). Voltage-dependent N-type calcium channel subunit alpha-1B (Homo sapiens). HTRF protein-protein interaction, Mint1-CaV2.2; higher % means a stronger effect. inhibition, % at 20 µM, or IC50 in µM where a hit was titrated. hit rate 0.19% among 290,000; in the data active means inhibition mostly above about 51%, no sharp cut-off; further: some results filed as inactive read as strong as hits
# PMI inhibition = human PMI inhibitors, high substrate, primary screen, biochemical, fluorescence intensity, high mannose 6-phosphate (AID 1220). Mannose-6-phosphate isomerase (Homo sapiens). recombinant PMI enzyme, coupled fluorescence intensity; higher % means a stronger effect. one-dose inhibition, % at 20 µM; IC50 in µM for titrated hits. hit rate 0.66% among 190,000
# P. falciparum M1AAP = P. falciparum M1AAP inhibitors, biochemical, fluorogenic H-Leu-NHMec substrate, 1536-well (AID 1445); recombinant M1AAP, H-Leu-NHMec fluorogenic kinetic assay; higher % means a stronger effect; hit rate 0.42% among 220,000; inhibition, % at 30 µM; hits with a dose series show IC50 in µM; Aminopeptidase N (Plasmodium falciparum (isolate 3D7));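 active means primary inhibition above the hit cutoff, then over 50% inhibition at one or more dose response concentrations, cut at about 23% in these data, passing the limit was not always enough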;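 further: plate controls were DMSO full reaction for no effect and no enzyme background for full effect; strong numbers were not always called active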
# SIAH1 antagonists = Siah-1 peptide-binding antagonists, primary screen, biochemical, fluorescence polarization, rhodamine-plectin, uHTS (AID 1817); displacement, % at 20 µM, or IC50 in µM where a hit was titrated; Siah-1 / rhodamine-plectin peptide fluorescence polarization; higher % means a stronger effect; hit rate 0.02% among 290,000;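 active means displacement of at least 50% at 20 µM, with a fluorescence ratio check between 0.3 and a set limit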;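 further: plate controls were Siah plus tracer with DMSO for no effect and tracer alone without Siah for full effect; strong numbers were not always called active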
# XIAP displacement = XIAP antagonists, biochemical, IAP family, fluorescence polarization (AID 1018); E3 ubiquitin-protein ligase XIAP (Homo sapiens); XIAP BIR domain, fluorescence polarization peptide displacement; higher % means a stronger effect; one-dose displacement, % at 20 µM; IC50 in µM for titrated hits; hit rate 0.007% among 200,000; in the data active means displacement above about 50%; further: a part of the inactive calls stands beside numbers as strong as those of hits
# human PMI inhibition = inhibitors of human PMI, primary screen, biochemical, fluorescence intensity, coupled assay (AID 1209); Mannose-6-phosphate isomerase (Homo sapiens); hit rate 0.42% among 190,000; purified PMI enzyme, coupled fluorescence intensity; higher % means a stronger effect; inhibition, % at 20 µM; hits with a dose series show IC50 in µM;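 further: plate controls were DMSO vehicle for no effect and wells lacking substrate for full effect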
# Dynein cargo inh cytoplasmic EGFP = also measured in Dynein cargo inh; calls as there; z-score; measured here: cytoplasmic GR-EGFP intensity; hits give high values
# Dynein cargo inh nuclear GR-EGFP = second read-out of Dynein cargo inh, no call of its own (marks repeat the call); z-score; measured here: nuclear GR-EGFP intensity;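 lower value marks the stronger effect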
# Dynein cargo inh cell count = also measured in Dynein cargo inh; calls as there; z-score; measured here: cell count per field
# Numbers without * were called inactive; nt = no result given. Unless noted, no stated cut-off is given here; in the data, active means inhibition above about 50%; inactive means the rest.
SMILES,M17LAP inhibition,LYP inhibition,Dynein cargo inh,Dynein cargo inh cytoplasmic EGFP,Dynein cargo inh nuclear GR-EGFP,Dynein cargo inh cell count,AID2073,PMI inhibition,P. falciparum M1AAP,SIAH1 antagonists,XIAP displacement,human PMI inhibition
CC(=O)Nc1ccc(/C(C)=N/NS(=O)(=O)c2ccccc2)cc1,16%,-8%,-0.65,-0.19,-0.2,0.19,12%,-41%,2%,-1%,-3.0%,-39%
Cc1nn(-c2ccccc2)c(N)c1N=Nc1cccc(S(=O)(=O)N2CCOCC2)c1,7%,-8%,-0.28,-0.28,-0.21,0.77,-13%,nt,7%,-5%,nt,nt
Cc1ccc(/C(N)=N/OC(=O)COc2ccccc2Cl)cc1,-3%,2%,-0.16,-0.19,-0.24,-0.65,0%,22%,6%,-1%,-1.3%,20%
COc1ccc(C(=O)Nc2ccc(C3(C#N)CCCC3)cc2)cc1,-4%,-2%,-0.22,-0.15,0.49,0.29,3%,7%,4%,8%,-2.1%,6%
N#Cc1ccc(-c2nc3ccccc3nc2-c2ccccc2)cc1C#N,9%,0%,-0.64,-0.29,-0.4,0.79,20%,-2%,8%,1%,-1.6%,-5%
Cc1cc(Cl)c(S(=O)(=O)Nc2ccc3c(c2)OCCO3)cc1OCC(=O)NC1CCCCC1,11%,-1%,-0.097,-0.11,0.19,-0.099,-6%,12%,-1%,0%,-10%,12%
C=CCOc1cccc(CNCCCN2CCOCC2)c1,12%,0%,-0.67,1.1,-0.22,0.45,5%,-5%,2%,-3%,-3.1%,-8%
O=C(COC(=O)c1ccccc1C(=O)c1ccccc1)NCCc1ccc(Cl)cc1Cl,-9%,6%,0.58,-0.26,0.42,0.54,0%,1%,-2%,14%,-2.7%,12%
Cc1ccc(S(=O)(=O)N2CCCCC2)cc1NC(=O)COC(=O)Cc1cccc(C(F)(F)F)c1,7%,2%,-0.11,-0.24,-0.46,0.45,7%,16%,2%,-1%,-2.6%,19%
CS(=O)(=O)c1ccc2sc(NC(=O)c3cc4ccccc4o3)nc2c1,2%,-5%,-1,-0.26,0.13,0.45,37%,nt,7%,2%,nt,nt
Cc1ccccc1C1CC(c2ccccc2)Nc2ncnn21 (stereo unspecified),-11%,-11%,-0.19,-0.24,-0.1,0.33,-11%,-4%,5%,-3%,-5.9%,6%
Cn1c(NC(=O)c2ccccc2)c(-c2ccccn2)c(=O)c2ccccc21,-11%,-2%,0.35,-0.19,0.32,0.22,-3%,4%,3%,-2%,-8.7%,8%
CCCc1cc(C(=O)Nc2sc(C)c(C)c2C(=O)OCC)no1,1%,2%,1.5,-0.15,1.2,-0.48,41%,4%,7%,5%,0.1%,11%
COc1ccc(COCC(O)CN2CCc3ccccc3C2)cc1OC (stereo unspecified),1%,-6%,0.71,-0.17,0.47,-0.26,-2%,5%,7%,0%,-6.0%,-6%
COc1cccc(C(=O)COC(=O)c2n[nH]c(=O)c3ccccc23)c1,-1%,-8%,0.23,-0.37,0.12,-0.62,-10%,8%,4%,1%,-2.1%,1%
O=C(O)CCCC(=O)N1CCc2cc(S(=O)(=O)NCc3ccc(F)cc3)ccc21,1%,-6%,0.29,-0.17,-0.18,0.35,-8%,-14%,0%,-2%,-9.0%,-10%
O=C(Nc1ccc(Br)cc1)C1OCCc2ccccc21 (stereo unspecified),9%,-9%,-0.68,-0.79,-0.19,0.18,3%,nt,6%,6%,nt,nt
COc1cc(/C=N/Nc2nc3ccccc3s2)ccc1OC(=O)c1ccccc1F,11%,0%,-1.2,-0.28,-0.85,0.8,12%,19%,6%,-5%,-5.0%,22%
CC(C)C(CC(=O)N1CCCCC1)C1CCOC(C)(C)C1 (stereo unspecified),1%,-5%,-0.32,-0.23,-0.33,0.76,11%,-13%,3%,1%,-3.4%,-9%
CCN(CC)C(=O)c1cccc(-c2ccc(OC)cc2)c1,0%,1%,3,0.22,2.5,-3.2,1%,12%,-5%,-1%,-8.2%,17%
CCN(c1ccccc1)S(=O)(=O)c1ccc(F)cc1C,6%,0%,1.4,-0.14,1.4,-1.6,-2%,6%,5%,2%,-1.6%,10%
Cc1nn(C(C)(C)C)c(C)c1/C=N/OC(=O)Nc1ccc(Cl)cc1,-2%,-3%,-0.18,-0.22,0.39,0.39,-3%,nt,0%,-3%,nt,nt
CCc1nc(SCc2ccccn2)[nH]c(=O)c1C,nt,2%,-0.046,-0.26,0.48,0.49,-2%,-3%,nt,-1%,-3.7%,4%
COc1cccc(N2CCN(C(c3ccccn3)c3nnnn3C(C)(C)C)CC2)c1 (stereo unspecified),13%,-8%,-0.38,-0.22,0.13,-0.59,13%,-5%,8%,5%,-3.3%,-14%
O=C(c1cc(-c2cccs2)nc2ccccc12)N1CCN(c2ccccc2O)CC1,6%,3%,2.3,-0.071,0.83,-1.6,7%,28%,0%,-3%,-3.8%,-9%
# (further entries)
SMILES,M17LAP inhibition,LYP inhibition,Dynein cargo inh,Dynein cargo inh cytoplasmic EGFP,Dynein cargo inh nuclear GR-EGFP,Dynein cargo inh cell count,AID2073,PMI inhibition,P. falciparum M1AAP,SIAH1 antagonists,XIAP displacement,human PMI inhibition
Nc1nnc(CCOc2ccccc2Cl)s1,8%,-11%,1.3,-0.23,-0.58,-0.17,6%,1%,3%,-1%,-3.1%,-4%
COc1ccc(NC(=O)CSc2c(C)nn(-c3nnc(C)c(=O)[nH]3)c2C)cc1,84µM*,0%,0.11,-0.2,-0.061,0.73,-3%,6%,3%,3%,-4.7%,15%
C=CCNC(=O)/C=C/c1ccc(C(C)C)cc1,-1%,0%,0.33,-0.23,0.25,-0.19,-4%,-8%,4%,-1%,-2.2%,-2%
CC1(C)CC(=O)/C(=C(\O)c2ccccc2)C(=NCCc2ccccc2)C1,-1%,-1%,0.34,-0.21,0.23,-0.57,0%,-3%,0%,-2%,-2.2%,-3%
CC(C)=C(C#N)c1nc2ccccc2s1,4%,5%,-0.94,-0.027,-0.2,0.47,-11%,0%,10%,-1%,-14%,6%
C=CCNc1nc(NCc2ccccc2)c(C#N)c2c1CN(C)CC2,-75%,-4%,-0.39,-0.11,0.18,-0.44,16%,nt,6%,0%,-1.5%,54%*
O=C(COC(=O)C1CCC(=O)N1)Nc1ccc(Oc2ccccc2)cc1 (stereo unspecified),5%,-5%,-0.51,-0.13,-0.23,0.28,44%,1%,4%,3%,-6.8%,-8%
Cc1ccccc1CN1C2=NCCCN2c2ccccc21,1%,-11%,0.29,0.3,0.59,-0.56,1%,-11%,-15%,0%,-13%,-13%
O=C1ON=C(c2ccccc2)/C1=C/c1cccnc1,-8%,1%,-0.0084,-0.3,0.041,0.3,-7%,-5%,-5%,3%,-6.0%,-17%
COc1ccc2c(c1)c(C(=O)N/N=C/c1cccc(O)c1)c(C)n2C,11%,-6%,-0.072,-0.24,-0.25,0.52,10%,6%,2%,3%,-3.1%,3%
CN(C)S(=O)(=O)c1ccc(S(=O)(=O)NC2CCOC(C)(C)C2)cc1 (stereo unspecified),3%,1%,1.5,-0.16,0.82,-0.74,-1%,4%,-4%,16%,-5.8%,4%
COC(=O)C(CC(C)C)NC(=O)CNC(=O)c1ccccc1C (stereo unspecified),-1%,-8%,-0.5,-0.21,-0.018,1.1,0%,-5%,-8%,4%,-2.2%,-3%
O=C(NC1CCS(=O)(=O)C1)c1cccc(S(=O)(=O)N2CCOCC2)c1 (stereo unspecified),-3%,-11%,-0.19,-0.26,0.15,1.3,-5%,6%,0%,1%,-7.3%,10%
Nc1ccc(Br)cc1C(NCC(=O)O)c1ccccc1 (stereo unspecified),14%,-2%,-0.5,-0.4,0.057,0.57,1%,1%,-2%,0%,-3.2%,-8%
CC(C)c1ccccc1NC(=O)COC(=O)c1ccc(Cl)c(S(=O)(=O)N2CCCCCC2)c1,-13%,3%,-0.61,-0.24,-0.62,1.1,-8%,14%,3%,2%,-1.7%,24%
CC(C)(C)C(=O)O/N=C(\N)c1ccc(-c2csnn2)cc1,-4%,-10%,0.17,-0.2,0.097,0.28,-9%,nt,-1%,4%,nt,nt
CCOCCCNC(=S)NCCc1ccccc1,14%,6%,-1.1,-0.28,-0.91,0.38,-8%,8%,-4%,8%,-20%,11%
CCC1Oc2ccccc2N(CC(=O)NCCN2CCc3ccccc3C2)C1=O (stereo unspecified),1%,-5%,-0.12,-0.24,0.027,0.53,-6%,4%,3%,6%,-3.7%,5%

# Laid out differently: entries from further up
# Sequence of screens: M17LAP inhibition, LYP inhibition, Dynein cargo inh, Dynein cargo inh cytoplasmic EGFP, Dynein cargo inh nuclear GR-EGFP, Dynein cargo inh cell count, AID2073, PMI inhibition, P. falciparum M1AAP, SIAH1 antagonists, XIAP displacement, human PMI inhibition
> CC1(C)CC(=O)/C(=C(\O)c2ccccc2)C(=NCCc2ccccc2)C1
→ -1%, -1%, 0.34, -0.21, 0.23, -0.57, 0%, -3%, 0%, -2%, -2.2%, -3%
> O=C1ON=C(c2ccccc2)/C1=C/c1cccnc1
→ -8%, 1%, -0.0084, -0.3, 0.041, 0.3, -7%, -5%, -5%, 3%, -6.0%, -17%
> COc1ccc(NC(=O)CSc2c(C)nn(-c3nnc(C)c(=O)[nH]3)c2C)cc1
→ 84µM*, 0%, 0.11, -0.2, -0.061, 0.73, -3%, 6%, 3%, 3%, -4.7%, 15%
